# From PubChem BioAssay
# M1 ag: activates human CHRM1 receptor | AID 588814 | activation, % at 3 µM | 0.33% of 360,000 active | CHO-K1 hM1, Fluo-8 calcium fluorescence, agonist mode; 0% DMSO, 100% acetylcholine EC100;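 active = activation above the run's mean compound activation plus 3 SD, cut at about 16% in these data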;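 also: peak over basal fluorescence ratio within a 140 s kinetic read after compound addition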
# Target sequence (P11229 whole entry, looked up): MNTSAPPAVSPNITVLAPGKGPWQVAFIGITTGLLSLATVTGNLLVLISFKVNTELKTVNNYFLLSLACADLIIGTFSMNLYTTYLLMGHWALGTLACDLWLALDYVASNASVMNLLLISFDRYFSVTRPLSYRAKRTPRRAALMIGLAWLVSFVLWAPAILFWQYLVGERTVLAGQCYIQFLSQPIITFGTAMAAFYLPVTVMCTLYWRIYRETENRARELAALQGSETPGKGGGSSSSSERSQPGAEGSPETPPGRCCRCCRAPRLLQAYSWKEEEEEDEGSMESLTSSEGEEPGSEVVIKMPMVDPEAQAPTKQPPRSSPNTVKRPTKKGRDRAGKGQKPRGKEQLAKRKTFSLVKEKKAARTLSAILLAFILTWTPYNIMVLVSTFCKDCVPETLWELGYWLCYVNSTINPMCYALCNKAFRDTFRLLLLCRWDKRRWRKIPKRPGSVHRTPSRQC
# CHO-K1 Ca antag: M1 antagonist counterscreen hit in parental CHO-K1 cells; inhibition, % at 3 µM; 0.6% of 360,000 active; ATP-induced calcium, Fluo-8 fluorescence;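 active = inhibition above a per-plate cutoff, the plate's mean sample inhibition plus 3 SD, cut at about 24% in these data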;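 also: 0% = DMSO plus EC80 ATP and 100% = DMSO alone without ATP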
# CHO parental Ca: counter-screen: ATP calcium response change in parental CHO cells | parental CHO-K1, ATP-induced calcium, Fluo-8 fluorescence | inhibition, % at 5.6 µM | 0.63% of 330,000 active;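 active = inhibition above that plate's mean sample inhibition plus 3 SD, cut at about 26% in these data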;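 also: 0% = ATP-challenged DMSO wells and 100% = DMSO wells without ATP; some compounds past the cut are filed as inactive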
#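 Test system: parental CHO cells; detection: calcium-sensitive Fluo-8 fluorescence; evaluation: percent inhibition of calcium signal; also added: ATP as calcium-mobilizing challenge; repeats: one well per compound; control set: ATP-challenged DMSO wells low, unchallenged DMSO wells high; compound: single nominal dose of 5.6 µM per compound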
# M1 PAM parental: nonselective activator or artifact in parental CHO-K1 calcium assay. AID 602247. ATP EC20, Fluo-8 calcium fluorescence; 0% at ATP EC20, 100% at ATP max. 0.02% of 360,000 active. activation, % at 3 µM;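 active = activation above the run cutoff, the mean activation of all test compounds plus 3 SD, cut at about 40% in these data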;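 also: peak over basal fluorescence ratio in a 140 s read after ATP addition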
# TAAR1 agonist: agonists of human TAAR1. CHO RD-HGA16 TAAR1, Fluo-8 calcium fluorescence; vehicle wells 0%, saturating PEA agonist 100%. activation, % at 3 µM. 0.99% of 360,000 active. AID 624467;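 active = activation above the mean activation of all test compounds in the run plus 3 SD, cut at about 38% in these data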
# Target sequence (Q96RJ0 whole entry, looked up): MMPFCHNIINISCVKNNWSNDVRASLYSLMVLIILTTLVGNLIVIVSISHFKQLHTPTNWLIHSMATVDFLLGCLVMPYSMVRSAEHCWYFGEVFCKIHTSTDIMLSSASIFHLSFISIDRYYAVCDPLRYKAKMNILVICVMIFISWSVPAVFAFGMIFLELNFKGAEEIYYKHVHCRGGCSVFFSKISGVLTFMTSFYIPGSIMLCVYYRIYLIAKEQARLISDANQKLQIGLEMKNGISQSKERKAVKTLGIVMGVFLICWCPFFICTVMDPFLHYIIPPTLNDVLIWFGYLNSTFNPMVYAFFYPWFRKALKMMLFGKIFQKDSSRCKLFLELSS
#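 Assay system – CHO-derived RD-HGA16 cells with stable Gα16 and human TAAR1 · Compound dosing – one-point dosing at 3 µM (nominal) · Incubation – 17-24 h seeding, 75 min 37 °C dye, 30 min RT · Measured by – kinetic Fluo-8 calcium fluorescence · Control set – DMSO vehicle as 0%, PEA at EC100 as 100% · Repeats – single well for each compound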
# M1 ag parental: nonselective activator or artifact in parental CHO-K1 cells. 0.48% of 360,000 active. Fluo-8 calcium fluorescence; scaled to maximal ATP response, vehicle zero. activation, % at 3 µM; in the data active = activation above about 15%;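 also: untransfected CHO-K1 host cells lacking M1 receptor as counterscreen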
# TAAR1 antagonist: human TAAR1 antagonism. inhibition, % at 3 µM. CHO RD-HGA16 TAAR1, Fluo-8 calcium fluorescence, antagonist. AID 624466. 1.5% of 360,000 active;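 active = inhibition above a per-plate cutoff, the mean inhibition of test compounds on that plate plus 3 SD, cut at about 49% in these data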;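 also: 0% = DMSO plus EC80 beta-PEA response and 100% = DMSO alone without agonist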
#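 Assay system: CHO-derived RD-HGA16 cells stably expressing human TAAR1 plus Gα16. Timing: 140 s kinetic read after compound, 140 s after agonist. Technique: kinetic Fluo-8 calcium fluorescence measurement. Measure: % inhibition of agonist calcium response.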
# CHRM1 PAM: human CHRM1 positive allosteric modulation. P11229. CHO-K1 hM1, Fluo-8 calcium fluorescence, ACh EC20; 0% = ACh EC20, 100% = maximal ACh. activation, % at 3 µM. 0.088% of 360,000 active; in the data active = activation above about 19%, passing the limit was not always enough
# CHRM1 antagonist: blocks human M1 muscarinic receptor | 1.3% of 360,000 active | inhibition, % at 3 µM | AID 588852 | CHO-K1 hM1, Fluo-8 calcium fluorescence, ACh EC80 antagonist;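 active = percent inhibition above its own plate's cutoff, namely the mean of that plate's compound wells plus 3 SD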;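 also: peak over basal fluorescence ratio during 140 s after agonist addition; 0% = ACh EC80 plus DMSO and 100% = DMSO alone without agonist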
# Active calls of the source: *; x = no result given.
SMILES,M1 ag,CHO-K1 Ca antag,CHO parental Ca,M1 PAM parental,TAAR1 agonist,M1 ag parental,TAAR1 antagonist,CHRM1 PAM,CHRM1 antagonist
O=C(c1c(O)cc(O)cc1O)C1c2c(cc(O)c3c2O[C@H](c2ccc(O)cc2)[C@@H](O)C3)OC1c1ccc(O)cc1 (stereo not given in full),1,-9,4,7,4,0.3,-12,9,-7
O=C1CN(C(=O)c2cc3ccccc3oc2=O)C(c2ccc(F)cc2)c2cc(Br)ccc2N1 (stereo not given),-1,2,-13,1,23,0.2,-16,-3,1
Cc1ccc(S(=O)(=O)Cc2sc3ccccc3[n+]2C)cc1,-5,-8,-18,20,x,1.4,x,8,-9
Cc1ccc(C)c(SCC(=O)OCC(=O)Nc2ncc(C(F)(F)F)cc2Cl)c1,-8,-4,-8,6,11,0.2,9,6,-13
COC(=O)c1c(NC(=O)c2c(Cl)cnn2C)sc(C)c1C,-6,-5,-5,2,3,0.4,-12,6,-9
COc1cccc(C(C(=O)NC2CCCC2)N(C(=O)c2ccco2)c2ccc(C(C)=O)cc2)c1OC (stereo not given),-4,-18,-18,21,0,-0.2,-4,1,-8
Cc1cc(C(=O)NCc2ccc(F)cc2)n(-c2ccccc2)n1,-4,-6,9,11,4,0.6,-1,3,-3
NC1=NC2CS(=O)(=O)CC2S1 (stereo not given),1,8,0,-6,2,4.5,-8,-4,10
CC1CCCN(CCCNC(=O)CN2C(=O)CSc3ccc(S(=O)(=O)N4CCOCC4)cc32)C1 (stereo not given),-5,6,-2,5,9,9.7,-2,1,-2
CC(C)Cc1nnc(NC(=O)CCC(=O)N2CCCCC2)s1,-2,-9,-3,-13,25,1.2,-17,-3,7

# Profiles as entered above. Screens in order: M1 ag, CHO-K1 Ca antag, CHO parental Ca, M1 PAM parental, TAAR1 agonist, M1 ag parental, TAAR1 antagonist, CHRM1 PAM, CHRM1 antagonist
# Entry for `NC1=NC2CS(=O)(=O)CC2S1` (stereo not given) → 1, 8, 0, -6, 2, 4.5, -8, -4, 10
# Entry for `COc1cccc(C(C(=O)NC2CCCC2)N(C(=O)c2ccco2)c2ccc(C(C)=O)cc2)c1OC` (stereo not given) → -4, -18, -18, 21, 0, -0.2, -4, 1, -8
# Entry for `O=C(c1c(O)cc(O)cc1O)C1c2c(cc(O)c3c2O[C@H](c2ccc(O)cc2)[C@@H](O)C3)OC1c1ccc(O)cc1` (stereo not given in full) → 1, -9, 4, 7, 4, 0.3, -12, 9, -7
# Entry for `CC(C)Cc1nnc(NC(=O)CCC(=O)N2CCCCC2)s1` → -2, -9, -3, -13, 25, 1.2, -17, -3, 7
# Entry for `Cc1cc(C(=O)NCc2ccc(F)cc2)n(-c2ccccc2)n1` → -4, -6, 9, 11, 4, 0.6, -1, 3, -3

# (listing goes on)
SMILES,M1 ag,CHO-K1 Ca antag,CHO parental Ca,M1 PAM parental,TAAR1 agonist,M1 ag parental,TAAR1 antagonist,CHRM1 PAM,CHRM1 antagonist
Cn1c(Cc2ccccc2)nnc1SCC(=O)NC1CC1,-7,-14,-9,17,-3,0.7,-5,8,-11
Cn1c(=O)c2[nH]c(C3CCCC3)nc2n(C)c1=O,-2,6,1,0,4,-0.1,-16,8,-43
O=C(CCN1C(=O)/C(=C\c2ccccc2)SC1=S)NNC(=O)c1ccncc1,2,-9,16,8,6,9.8,-4,-5,9
C[C@H]1CN([C@@H](C)CO)C(=O)CCCn2nncc2CO[C@H]1CN(C)C(=O)Nc1ccnc(N2CCOCC2)c1,-5,-4,x,10,0,0.6,-7,7,-10
CC(=O)c1ccc(S(=O)(=O)N2CCC(c3nnc(SCCN4CCCC4)n3C)CC2)cc1,-12,-6,-6,14,1,0.2,-4,-6,-2
CC(C)CN(C(=O)/C=C/c1nc2ccccc2s1)C1CCS(=O)(=O)C1 (stereo not given),-2,-8,-3,-8,2,1.2,-11,5,-7
Cc1nc2sc(C(=O)c3ccccc3)c(N)c2c(C)c1C,6,-17,-15,11,7,0.7,-7,13,-15
S=C(NCc1ccccc1)C(=S)NCc1ccccc1,-5,-14,x,11,1,0.5,7,-4,0
Cc1ccccc1C(=O)NC1CC2CCCC(C1)N2Cc1ccc(Cl)cc1 (stereo not given),-10,-6,-8,17,3,0.6,-23,-26,54*
Cc1ccc(S(=O)(=O)N2CCN(CCNC(=O)C(=O)Nc3ccc(F)cc3)CC2)cc1,-4,-10,-20,-6,-1,2.9,-7,3,-8
CCCNC(=O)c1oc2ccc3c(c2c1C)C=CC(C)(C)O3,-3,-8,-19,6,4,-0.9,-10,6,-11
CC(C)C(=O)Nc1nnc(S(=O)(=O)N(C)c2ccc(Cl)cc2)s1,-3,-19,x,12,-1,3.0,-7,11,-17
COc1ccc(C2CC(c3ccccc3)=NN2c2ccccc2)c(C(=O)O)c1OC (stereo not given),-3,-12,1,-5,-1,0.1,11,0,6
CC(=O)Nc1cccc(NC(=O)c2csc(C)c2)c1,-2,-10,8,-6,6,1.2,-19,3,-5
CCN(CC)CCCN(C(=O)c1cccc(C)c1)c1nc(-c2ccc(OC)cc2)cs1,-7,0,-25,11,7,1.4,-7,-15,8
Cc1ccc(C)c(S(=O)(=O)N2CCCOC2CNC(=O)C(=O)NCc2ccncc2)c1 (stereo not given),-8,2,-9,10,0,-0.1,-7,10,-4
O=C(O)CC(NNC(=O)c1ccccc1)C(=O)Nc1ccc([N+](=O)[O-])cc1 (stereo not given),-4,-6,1,2,0,-0.1,5,4,-13
CC1CCN(S(=O)(=O)c2ccc3nc(-c4ccccn4)cc(C(=O)NCCN(C)Cc4ccccc4)c3c2)CC1,-3,5,x,-17,3,-1.1,-17,0,2
CCOc1ccc(S(=O)(=O)NCCC(=O)NCC(c2ccccc2OC)N2CCCC2)cc1 (stereo not given),-6,-9,x,25,3,0.0,-23,17,-22
NC(=O)CC(NC(=O)c1cccc(Br)c1)c1ccc(NCC2CC2)c([N+](=O)[O-])c1 (stereo not given),-8,-13,-16,-4,-1,0.1,-1,-13,33
Clc1cccc(OCCn2cncn2)c1Cl,7,2,-12,19,1,1.8,8,4,-24
COc1ccc(NC(=O)c2cc(-c3ccccc3)nc3c2c(C)nn3-c2ccccc2)c(OC)c1,-7,-1,-7,0,0,0.0,-10,2,-11
COc1ccc(C(=O)NCc2ccc(-c3nc4ccccc4s3)cc2)cc1,-3,-30,-5,10,7,0.7,7,3,-6
CCOc1ccnc(OCC)c1Br,-5,5,3,26,0,0.4,14,0,-5
N/C(=N\OC(=O)Cc1ccccc1[N+](=O)[O-])c1cccnc1,-6,-18,-6,16,3,2.1,-4,5,-3
O=C(c1cccs1)N1C[C@@H](n2cc(-c3ccc(F)cc3)nn2)[C@H](O)C[C@@H]1c1ccccc1,-1,-9,x,19,9,5.0,44,-8,3
COCc1c(Br)c(C)nc(OCC(=O)N/N=C/c2ccco2)c1C#N,-5,19,-11,-11,6,0.3,3,8,-9
CC[n+]1c(/C=C(\C)OC)sc2ccccc21,-4,4,x,-3,3,-0.5,-1,0,-5
COc1ccc(Nc2cc(C)nc(N3CCOCC3)n2)cc1,-5,-13,-6,28,49*,0.1,3,14,-12
CCCC(C)C(=O)Nc1ccc(Cl)cn1 (stereo not given),-6,23,-2,-6,2,-1.0,-20,-7,6
C[C@]12c3[nH]c4ccc(Cl)cc4c3CCN1C(=O)[C@@H](CC(=O)NCCN1CCOCC1)C[C@@H]2C(=O)N1CCOCC1,-3,-12,-8,0,3,0.1,-2,2,-7
CO/N=C(\N)c1nonc1N,-3,-5,-16,24,1,1.0,-35,10,-9
N=c1n(CCO)c2ccccc2n1CCOc1ccc(Cl)cc1Cl,-11,-4,9,6,9,0.1,-18,4,-7
COc1cc(C(=O)O)ccc1OCc1ccncc1,-1,0,-11,6,0,0.0,-3,16,-17
COc1ccc(C(=O)N2CCN(c3ccccc3)CC2)cc1S(=O)(=O)N1CCOCC1,-3,13,-3,-1,-1,1.0,15,-3,4
O=C(CSc1nc2ccccc2c(=O)n1-c1ccccc1F)NC1CC1,-3,-11,-11,3,3,0.5,-17,10,-20
C=C(C)C1CC=C(C)/C(=N/NC(=O)c2ccc(NC(=O)CC)cc2)C1 (stereo not given),-2,10,-6,-8,8,0.2,14,8,-11
N#CCCN1CCN(S(=O)(=O)c2ccc3c(c2)CCC3)CC1,-5,-19,-5,8,3,-0.3,6,4,-12
Cc1cccn2cc(-c3cccc(S(=O)(=O)N4CC(C)OC(C)C4)c3)nc12 (stereo not given),-2,-6,-18,-1,-2,0.9,-14,8,-13
CCOC(=O)C1=C(C)OC(N)=C(C#N)C1c1cccc(C)c1 (stereo not given),-4,-11,-12,28,0,4.3,4,13,-13

# As entered above.
# CHRM1 antagonist, `O=C(CSc1nc2ccccc2c(=O)n1-c1ccccc1F)NC1CC1` → -20
# CHRM1 PAM, `N=c1n(CCO)c2ccccc2n1CCOc1ccc(Cl)cc1Cl` → 4
# M1 ag, `Cc1cccn2cc(-c3cccc(S(=O)(=O)N4CC(C)OC(C)C4)c3)nc12` (stereo not given) → -2

# Among those listed so far, three contain a cyano group.
SMILES,M1 ag,CHO-K1 Ca antag,CHO parental Ca,M1 PAM parental,TAAR1 agonist,M1 ag parental,TAAR1 antagonist,CHRM1 PAM,CHRM1 antagonist
COCc1c(Br)c(C)nc(OCC(=O)N/N=C/c2ccco2)c1C#N,-5,19,-11,-11,6,0.3,3,8,-9
N#CCCN1CCN(S(=O)(=O)c2ccc3c(c2)CCC3)CC1,-5,-19,-5,8,3,-0.3,6,4,-12
CCOC(=O)C1=C(C)OC(N)=C(C#N)C1c1cccc(C)c1 (stereo not given),-4,-11,-12,28,0,4.3,4,13,-13

# The listing continues:
SMILES,M1 ag,CHO-K1 Ca antag,CHO parental Ca,M1 PAM parental,TAAR1 agonist,M1 ag parental,TAAR1 antagonist,CHRM1 PAM,CHRM1 antagonist
CCOC(=O)CSC1=C(C#N)C(c2ccc(C)s2)CC(=O)N1 (stereo not given),-5,-6,17,11,-1,1.1,1,3,-12
COc1ccc(OCC(O)CNCCNc2nccc(C(F)(F)F)n2)cc1 (stereo not given),0,-3,-14,6,2,1.2,-24,4,-9
Nc1[nH]c(C(=O)c2ccccc2)c(-c2ccc(Cl)c(F)c2)c1C(=O)NCCc1c[nH]c2ccccc12,x,-10,x,5,14,1.1,0,x,x
Cc1ccc(CNC(=O)Cn2cnc3c(NC(=O)OCc4ccccc4)ncnc32)o1,-3,-13,-16,5,13,-0.2,10,7,0
CCCNC(=S)Nc1ccc(Br)cc1,0,-4,25,17,8,5.3,5,-1,-11
CCN(c1ccccc1)S(=O)(=O)c1ccc(Cl)c(C(=O)O)c1,-4,-14,-5,12,0,0.6,-2,11,-14
